# Screens from PubChem.
# UBC9 SUMO inh – inhibitors of in vitro SUMOylation cascade, primary screen, biochemical, HTRF, uHTS; HTRF SUMOylation assay, SAE1/SAE2 + UBC9; inhibition, % at 35 µM; 290,000 compounds, 0.36% hits; in the data active = inhibition above about 50%, passing the limit was not always enough; also: strong numbers were not always called active
# MEKK2wt PB1 HTS – modulators of MEK5 binding to wildtype MEKK2, primary screen, biochemical, multiplex bead flow cytometry, Alexa488-MEK5 | Alexa488-MEK5 binding to MEKK2 WT; actives lie on both sides | AID 1531, 2009 | 290,000 compounds, 1.1% hits | Mitogen-activated protein kinase kinase kinase 2 (Homo sapiens), Q9Y2U5 | binding response (% of control), % at 10 µM; in the data active = binding response below about 67% or above about 130%
# PfM18AAP inh – PfM18AAP inhibitors, malaria aminopeptidase, primary screen, biochemical, QFRET, recombinant enzyme; M18 aspartyl aminopeptidase (Plasmodium falciparum 3D7); H-Glu-NHMec fluorogenic cleavage; inhibition, % at 7.35 µM; 290,000 compounds, 1.2% hits; AID 1822, 2009;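 active = inhibition above the campaign mean inhibition over all tested compounds plus 3 SD, cut at about 28% in these data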;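 also: 0% = plate median of test compound wells and 100% = 2 mM ZnCl2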
# IDE act – human IDE activators in live cells, primary screen, fluorescence polarization, HEK cells, FAbeta-B substrate; 340,000 compounds, 0.073% hits; Insulin-degrading enzyme (Homo sapiens), P14735; FAbeta-B cleavage; 0% vehicle, 100% cell-free pure enzyme wells; activation, % at 5.96 µM;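 active = activation above the mean of all tested compounds plus 3 SD, set per screening campaign, cut at about 17% in these data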
# Target sequence (P14735 whole entry, looked up): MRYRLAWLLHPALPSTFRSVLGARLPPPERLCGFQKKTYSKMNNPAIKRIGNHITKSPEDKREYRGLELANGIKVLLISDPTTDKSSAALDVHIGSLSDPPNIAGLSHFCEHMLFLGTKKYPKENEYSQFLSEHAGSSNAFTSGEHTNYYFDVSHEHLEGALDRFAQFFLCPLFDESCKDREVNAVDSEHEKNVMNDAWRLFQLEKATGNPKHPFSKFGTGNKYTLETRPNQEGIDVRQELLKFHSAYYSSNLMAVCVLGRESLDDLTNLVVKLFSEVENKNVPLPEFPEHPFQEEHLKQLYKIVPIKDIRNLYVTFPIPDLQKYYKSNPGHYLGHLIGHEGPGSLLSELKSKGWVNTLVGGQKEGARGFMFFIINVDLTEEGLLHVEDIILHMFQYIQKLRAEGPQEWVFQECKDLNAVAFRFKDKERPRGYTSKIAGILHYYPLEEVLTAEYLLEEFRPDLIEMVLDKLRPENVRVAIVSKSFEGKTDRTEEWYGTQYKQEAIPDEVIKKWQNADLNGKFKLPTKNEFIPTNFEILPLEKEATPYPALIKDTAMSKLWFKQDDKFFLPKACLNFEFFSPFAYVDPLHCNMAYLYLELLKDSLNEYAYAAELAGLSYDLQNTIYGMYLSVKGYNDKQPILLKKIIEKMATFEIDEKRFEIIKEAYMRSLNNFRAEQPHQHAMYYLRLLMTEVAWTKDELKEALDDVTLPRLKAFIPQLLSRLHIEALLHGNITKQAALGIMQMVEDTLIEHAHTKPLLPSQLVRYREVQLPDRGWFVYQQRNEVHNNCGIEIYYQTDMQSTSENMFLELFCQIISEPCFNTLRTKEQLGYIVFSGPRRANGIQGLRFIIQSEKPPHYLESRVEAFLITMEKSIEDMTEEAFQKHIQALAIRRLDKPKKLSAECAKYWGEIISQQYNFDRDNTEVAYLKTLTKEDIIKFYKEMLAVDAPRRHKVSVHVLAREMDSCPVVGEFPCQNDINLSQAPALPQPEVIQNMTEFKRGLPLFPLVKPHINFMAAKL
# MEKK3 PB1 HTS – modulators of MEKK3-MEK5 PB1 binding, primary screen, biochemical, wildtype MEKK3, multiplex bead flow cytometry, Alexa488-MEK5; 290,000 compounds, 1.4% hits; bead-based flow cytometry, Alexa488-MEK5 binding to MEKK3; actives lie on both sides; 0 = blocked by unlabeled MEK5, 100 = vehicle; AID 1529, 2009; Mitogen-activated protein kinase kinase kinase 3 (Homo sapiens), Q99759; binding response (% of control), % at 10 µM;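 active = binding response more than 3 SD above or below the average of its plate-row segment, actives on both sides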;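 also: Alexa488 bead fluorescence after subtracting the streptavidin-only scavenger bead signal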
# IDE inh – human IDE inhibitors in live cells, primary screen, fluorescence polarization, HEK cells, FAbetaB substrate; AID 434962, 2010; FAbetaB cleavage; Insulin-degrading enzyme (Homo sapiens), P14735; inhibition, % at 5.59 µM; 320,000 compounds, 0.41% hits;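 active = percent inhibition above the average of all tested compounds plus 3 SD, set per screening campaign, cut at about 16% in these data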;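 also: IDE supplied by intact live HEK cells; FP after avidin binding of uncleaved biotin substrate so inhibition keeps polarization high; 0% = DMSO wells and 100% = 60 µM reference IDE inhibitor Ii1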
# pCIP destab – p/CIP-EGFP fusion destabilizers, primary screen, fluorescence, F442A cells | AID 1984, 2009 | 16 h | Q05BA5 | decrease of EGFP signal, % at 10 µM | 290,000 compounds, 0.01% hits;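 active = EGFP signal decrease of at least 30% at 10 µM or well 3 SD below plate mean, unless failing retest; inactive = the rest, including hits failing retest or dose response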; also: some compounds called inactive have numbers as strong as hits; many of its hits are not listed in these tables
# MEKK2 mut-MEK5 – MEK5 binding signal on mutant MEKK2 PB1, primary screen, biochemical, multiplex bead flow cytometry, Alexa488-MEK5; Alexa488-MEK5 binding to MEKK2 mutant; percent response, % at 10 µM; 290,000 compounds, 0.35% hits; in the data active = percent response above about 24%, passing the limit was not always enough; also: inactives centre near 1; some results filed as inactive read as strong as hits; reference of the scale not given here
# NALP1 yeast inh – NALP1 inflammasome inhibitors in reconstituted yeast, colorimetric, S. cerevisiae, triplicate retest; 280,000 compounds, 0.61% hits; inhibition, % at 10 µM; AID 2071, 2009; S. cerevisiae NALP1/ASC/caspase-1 growth, X-gal OD620, 72 h; in the data active = inhibition mostly above about 24%, no sharp cut-off; inactive = mostly below about 32%; also: some compounds called inactive have numbers as strong as hits
# * hit, by the source's call; · = not tested or not shown. An excerpt; rates above refer to the full screens.
# Short keys – A = UBC9 SUMO inh; B = MEKK2wt PB1 HTS; C = PfM18AAP inh; D = IDE act; E = MEKK3 PB1 HTS; F = IDE inh; G = pCIP destab; H = MEKK2 mut-MEK5; I = NALP1 yeast inh
SMILES: COc1ccc(-c2nc(CS(=O)CC(=O)NCCCN3CC(C)CC(C)C3)c(C)o2)cc1OC (stereo unspecified)
  A: 26; B: 100; C: -5; D: 3; E: 103; F: 2; G: -10; H: 0; I: -3

SMILES: C=CCN(c1nc(C)cc(OC)n1)S(=O)(=O)c1ccccc1
  A: -4; B: 100; C: -9; D: 5; E: 97; F: 7; G: -4; H: 4; I: 10

SMILES: CCOC(=O)c1cc(-c2cccnc2)nn1-c1ccccn1
  A: 1; B: 117; C: 8; D: 4; E: 111; F: 6; G: 1; H: 5; I: -19

SMILES: O=C(CCSc1ccccc1)Nc1nc2c(s1)COc1ccccc1-2
  A: -4; B: 109; C: -2; D: 4; E: 106; F: 7; G: -22; H: 0; I: 32

SMILES: CN1C(=O)NC(c2ccccc2)C2=C1CN(Cc1ccccc1)C2=O (stereo unspecified)
  A: ·; B: 107; C: -1; D: ·; E: 107; F: -7; G: ·; H: 9; I: ·

SMILES: O=C(CSc1nc2ccc(Cl)cc2[nH]1)c1cccs1
  A: 4; B: 97; C: 2; D: -4; E: 95; F: 1; G: -7; H: -7; I: ·

SMILES: COc1ccc(N(Cc2cc3ccc(C)cc3[nH]c2=O)C(C)=O)cc1
  A: -15; B: 117; C: 5; D: -1; E: 109; F: 7; G: -4; H: 16; I: 10

SMILES: CCCn1cc(C(CC(=O)O)C(=O)O)c2ccccc21 (stereo unspecified)
  A: -1; B: 99; C: -3; D: 4; E: 100; F: 5; G: 8; H: 9; I: 12

SMILES: O=C(O)Cc1ccc(NC(=O)c2ccc(Cl)c(Cl)c2)cc1
  A: 16; B: 106; C: 1; D: 7; E: 105; F: 4; G: 1; H: 3; I: 7

SMILES: Cc1c(Cl)cccc1NC(=S)NCc1ccc2c(c1)OCO2
  A: 6; B: 102; C: 1; D: 2; E: 102; F: 2; G: 6; H: -1; I: -4

SMILES: Cc1[nH]c2ccccc2c1C(=O)C(=O)N1CCN(c2ccccc2)CC1
  A: -2; B: 104; C: 6; D: 0; E: 105; F: -2; G: 15; H: 5; I: 5

SMILES: Clc1ccc(-c2nc3ncccn3c2Cl)cc1
  A: 42; B: 71; C: -4; D: 3; E: 57; F: 3; G: -10; H: -14; I: 19

SMILES: Cc1ccc(O)c(-c2cc(C(=O)NCc3ccccc3)[nH]n2)c1
  A: 13; B: 93; C: 3; D: 0; E: 86; F: 4; G: -11; H: -4; I: 23

SMILES: O=C(COC(=O)c1ccc(Br)o1)Nc1cccc(S(=O)(=O)N2CCCCCC2)c1
  A: 0; B: 107; C: -5; D: 2; E: 105; F: -1; G: -6; H: 7; I: -4

SMILES: O=C(N/N=C/c1ccco1)c1ccc(Br)o1
  A: -2; B: 91; C: 8; D: 3; E: 83; F: 4; G: -3; H: -6; I: -4

SMILES: CCOc1ccc(C(=O)N2CCn3c2nc2ccccc23)cc1
  A: 13; B: 67; C: 1; D: 8; E: 60; F: -1; G: -10; H: -17; I: -1

SMILES: COc1cccc(N2CCN(c3ccc4nnc(CCC(=O)Nc5ccccn5)n4n3)CC2)c1
  A: -4; B: 102; C: 4; D: 6; E: 102; F: 3; G: -1; H: 1; I: 8

SMILES: c1ccc(-c2nn3cnnc3c3ccccc23)cc1
  A: 12; B: 100; C: 6; D: -2; E: 111; F: -1; G: 11; H: -7; I: 0

SMILES: CS(=O)(=O)N1CC(C(=O)NC2CCCC2)Oc2ccc(Cl)cc21 (stereo unspecified)
  A: 13; B: 118; C: 2; D: -3; E: 116; F: 1; G: -8; H: 9; I: 1

SMILES: O=C(NCCO)c1nc(NCCO)c2ccccc2n1
  A: 16; B: 98; C: -2; D: 2; E: 100; F: 11; G: 2; H: -5; I: ·

SMILES: COc1ccccc1C(C)NS(=O)(=O)c1cccs1 (stereo unspecified)
  A: 5; B: 112; C: 1; D: ·; E: 96; F: -3; G: -3; H: 11; I: -2

SMILES: CC(=O)Nc1ccc(NC(=O)COC(=O)c2ccco2)cc1
  A: 15; B: 90; C: 3; D: 3; E: 89; F: 3; G: 15; H: -3; I: 5

SMILES: Cc1ccc(Nc2nc(C3CC3)cs2)cc1
  A: 10; B: ·; C: 11; D: ·; E: ·; F: ·; G: 4; H: ·; I: 20

SMILES: Cc1ccc2[nH]cc(CCNC(=O)Nc3ccccc3)c2c1
  A: 9; B: 103; C: 2; D: 2; E: 104; F: 5; G: -10; H: 4; I: 6

SMILES: CCCCOC(=O)C1=C(C)NC(=O)NC1c1ccc(OC)cc1 (stereo unspecified)
  A: -1; B: 103; C: 2; D: 0; E: 97; F: 3; G: 4; H: -1; I: 16

# Not a retest: an excerpt of the list.
# Short keys – A = UBC9 SUMO inh; B = MEKK2wt PB1 HTS; C = PfM18AAP inh; D = IDE act; E = MEKK3 PB1 HTS; F = IDE inh; G = pCIP destab; H = MEKK2 mut-MEK5; I = NALP1 yeast inh
SMILES: O=C(CCSc1ccccc1)Nc1nc2c(s1)COc1ccccc1-2
  A: -4; B: 109; C: -2; D: 4; E: 106; F: 7; G: -22; H: 0; I: 32

SMILES: CN1C(=O)NC(c2ccccc2)C2=C1CN(Cc1ccccc1)C2=O (stereo unspecified)
  A: ·; B: 107; C: -1; D: ·; E: 107; F: -7; G: ·; H: 9; I: ·

# Additional structures.
# Short keys – A = UBC9 SUMO inh; B = MEKK2wt PB1 HTS; C = PfM18AAP inh; D = IDE act; E = MEKK3 PB1 HTS; F = IDE inh; G = pCIP destab; H = MEKK2 mut-MEK5; I = NALP1 yeast inh
SMILES: CC(=O)N(c1nc(CCl)cs1)c1cccc(C)c1C
  A: 1; B: 103; C: 5; D: 3; E: 102; F: 2; G: 4; H: -4; I: -7

SMILES: CCCCn1c(SCc2cccc([N+](=O)[O-])c2)nc2ccsc2c1=O
  A: 3; B: 99; C: -2; D: 7; E: 103; F: -3; G: -15; H: 0; I: 32

SMILES: Cc1ccc(NC(=S)Nc2cc(C)on2)cc1
  A: 2; B: 101; C: 4; D: ·; E: 100; F: 10; G: -2; H: -3; I: -6

SMILES: CC(C)C(O)C1CCN(Cc2nc(Cc3ccccc3Cl)no2)CC1 (stereo unspecified)
  A: 12; B: 106; C: -3; D: 0; E: 103; F: -1; G: -6; H: 7; I: 2

SMILES: CCCCCCC1/C(=N\NC(=O)c2ccccc2)CCC1C(=O)OC (stereo unspecified)
  A: -11; B: 102; C: -4; D: -3; E: 102; F: 2; G: 11; H: 0; I: -3

SMILES: COc1ccccc1C(=O)COC(=O)CN1C(=O)c2ccccc2C1=O
  A: -2; B: 97; C: -10; D: 1; E: 100; F: 1; G: -7; H: -3; I: 13

SMILES: Cc1c(C)c2ccc(Oc3ccc([N+](=O)[O-])cc3C(F)(F)F)c(C)c2oc1=O
  A: 17; B: ·; C: 0; D: 2; E: ·; F: 1; G: -4; H: ·; I: 5

SMILES: Cc1ccc(C(=O)NN2C(=O)C3C4C=CC(C4)[C@@H]3C2=O)cc1 (stereo partly specified)
  A: -18; B: 96; C: -1; D: -1; E: 96; F: 4; G: 9; H: -4; I: ·

SMILES: O=C(CCc1ccc(S(=O)(=O)NCCc2ccccc2)cc1)Nc1ccc2c(c1)OCO2
  A: 0; B: 99; C: 2; D: -3; E: 104; F: 2; G: -8; H: 4; I: 8

SMILES: CCOC(=O)C1=C(N)n2c(s/c(=C/c3ccccc3)c2=O)=C(C(=O)OCC)C1c1ccccc1 (stereo unspecified)
  A: -16; B: ·; C: 2; D: ·; E: ·; F: -2; G: -1; H: ·; I: -4

SMILES: CCC(=O)c1cc2c(cc1NC(=O)c1ccccc1)OCCO2
  A: 38; B: 96; C: -2; D: 2; E: 100; F: -4; G: -3; H: -1; I: 13

SMILES: CCOc1ccc(NS(=O)(=O)c2c(C(=O)N3CCCCCC3)c(C)n(C)c2C)cc1
  A: 11; B: 96; C: -13; D: 0; E: 97; F: -3; G: -6; H: 0; I: 11

SMILES: O=C(C1CCC(CNc2c(N3CCCC3)c(=O)c2=O)CC1)N1CCc2ccccc21 (stereo unspecified)
  A: 12; B: 102; C: -12; D: 7; E: 110; F: 5; G: -4; H: 7; I: ·

SMILES: CCc1c(-c2ccccc2)nc(N)c(C#N)c1-c1cccs1
  A: -12; B: 98; C: -2; D: 4; E: 103; F: -4; G: -14; H: 0; I: -3

SMILES: C1CCCC(N2CCNCC2)CC1
  A: -6; B: 99; C: -4; D: -7; E: 102; F: 4; G: 1; H: -2; I: -9

SMILES: CC(=O)Nc1c(C(=O)O)oc2ccc(Cl)cc12
  A: -2; B: ·; C: 4; D: 0; E: ·; F: 7; G: 8; H: ·; I: 6

SMILES: C/C(=N/NC(=O)c1cccs1)c1ccc(NC(=O)COc2ccc(Cl)cc2Cl)cc1
  A: -2; B: 105; C: 2; D: 2; E: 103; F: 0; G: 1; H: 5; I: 15

SMILES: Cc1ccc2nsnc2c1NC(=O)c1cccc([N+](=O)[O-])c1
  A: 11; B: 110; C: -7; D: ·; E: 134*; F: 4; G: 3; H: 1; I: 10

SMILES: Cc1cc(C)nc(SCCC(=O)Nc2ccccc2)n1
  A: -4; B: 102; C: 4; D: 3; E: 100; F: -5; G: -3; H: 0; I: 33

SMILES: CCOC(=O)N1CCC(NC(=O)c2ccc(OC)c(CN3CC(=O)N4CCCC4C3=O)c2)CC1 (stereo unspecified)
  A: 14; B: 92; C: -1; D: 3; E: 99; F: -1; G: -22; H: -1; I: 19

SMILES: O=C(O)c1ccccc1SCC(=O)N1CCc2ccccc21
  A: 10; B: 97; C: 2; D: 3; E: 101; F: 4; G: 8; H: 0; I: 2

SMILES: CCSc1nc2[nH]ncc2c(=O)[nH]1
  A: 10; B: 98; C: 17; D: 4; E: 115; F: -1; G: -12; H: 4; I: 22

SMILES: C=CCOc1ccccc1CN1CCC(C(=O)Nc2cccc(-c3ccn[nH]3)c2)CC1
  A: 20; B: 119; C: -6; D: 4; E: 97; F: -7; G: 2; H: 6; I: 11

SMILES: O=C(CSc1nnnn1C1CCCC1)NCCc1ccccc1
  A: 24; B: 111; C: -14; D: 8; E: 112; F: -5; G: -8; H: 3; I: ·

# Compound profiles, as listed above. Order of screens: UBC9 SUMO inh, MEKK2wt PB1 HTS, PfM18AAP inh, IDE act, MEKK3 PB1 HTS, IDE inh, pCIP destab, MEKK2 mut-MEK5, NALP1 yeast inh
# COc1ccccc1C(C)NS(=O)(=O)c1cccs1 (stereo unspecified) reads 5, 112, 1, ·, 96, -3, -3, 11, -2
# Cc1ccc(Nc2nc(C3CC3)cs2)cc1 reads 10, ·, 11, ·, ·, ·, 4, ·, 20
# Cc1ccc2[nH]cc(CCNC(=O)Nc3ccccc3)c2c1 reads 9, 103, 2, 2, 104, 5, -10, 4, 6
# C1CCCC(N2CCNCC2)CC1 reads -6, 99, -4, -7, 102, 4, 1, -2, -9
# COc1ccccc1C(=O)COC(=O)CN1C(=O)c2ccccc2C1=O reads -2, 97, -10, 1, 100, 1, -7, -3, 13
